PvdQ inh – P. aeruginosa PvdQ acylase inhibition; 0.063% of 340,000 active; AID 488965; inhibition, % at 10 µM; purified PvdQ acylase, fluorescence plate reader; in the data active means inhibition above about 30%, passing the limit was not always enough; inconclusive means no clear call, values can overlap the other calls;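 further: 0% = vehicle neutral wells and 100% = reference inhibitor wells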
C-LANA FP – inhibitors of KSHV LANA C-terminal domain DNA binding. MBP-C-LANA/FAM-LBS DNA binding, fluorescence polarization. 0.078% of 340,000 active. AID 504423. inhibition, % at 9 µM;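 active means highest replicate inhibition at or above 60% at 9 µM, even if other replicates fall short; inactive means all replicates below 60% inhibition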;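 further: 0% = neutral control wells and 100% = 4 µM acridine orange control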
NSD2 HMT inh – NSD2 (human) methyltransferase inhibition | 0.54% of 310,000 active | O96028 | inhibition, % at 12.5 µM | NSD2 peptide methylation, AlphaScreen, 120 min; in the data active means inhibition above about 50%
SR-BI HDL uptake – mouse SR-BI HDL lipid transfer inhibition; ldlA[mSR-BI] CHO cells, DiI-HDL uptake fluorescence, 3 h; inhibition, % at 12.5 µM; 0.96% of 320,000 active; AID 488896;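 active means mean replicate inhibition of at least 70% and a set share of replicates each scoring 70 or more; inconclusive means meets just one of the two criteria; inactive means fails both criteria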;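 further: 0% = median of neutral control wells and 100% = median of positive control wells; values of inactives mirror those of a sister screen read the other way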
Target sequence (Q61009 whole entry, looked up): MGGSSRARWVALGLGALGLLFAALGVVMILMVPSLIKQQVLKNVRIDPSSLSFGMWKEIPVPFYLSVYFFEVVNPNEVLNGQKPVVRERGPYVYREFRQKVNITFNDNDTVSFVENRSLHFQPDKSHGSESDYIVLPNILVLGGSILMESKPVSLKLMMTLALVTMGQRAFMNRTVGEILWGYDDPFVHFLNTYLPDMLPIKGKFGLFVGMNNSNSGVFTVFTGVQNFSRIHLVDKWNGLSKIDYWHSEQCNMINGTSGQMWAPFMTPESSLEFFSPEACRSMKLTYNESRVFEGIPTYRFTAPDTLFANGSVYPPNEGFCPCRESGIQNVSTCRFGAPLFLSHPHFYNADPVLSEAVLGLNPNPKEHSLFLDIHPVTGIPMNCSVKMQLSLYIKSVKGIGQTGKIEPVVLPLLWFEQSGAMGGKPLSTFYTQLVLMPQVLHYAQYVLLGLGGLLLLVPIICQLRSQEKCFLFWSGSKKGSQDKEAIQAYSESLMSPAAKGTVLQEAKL
Arr AP2 block – inhibitors of human beta-arrestin and AP2 interaction; FITC-arrestin peptide / GST-AP2 beads, flow cytometry; AP2 beta2 appendage carries R879A mutation; inhibition, % at 10 µM; 0.31% of 340,000 active; AID 504490;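 active means inhibition above a set limit, near 3 SD of compounds lacking own fluorescence, cut at about 54% in these data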;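 further: plate controls were DMSO wells for no effect and 5 µM unlabelled arrestin peptide for full effect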
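System: GST-AP2 R879A glutathione beads | Also added: FITC-arrestin peptide, 50 nM | Times: 12 min plus 1 h, RT | Signal: Bead flow cytometry, FITC channel | Buffer or medium: PBS with 0.05% Tween 20 and 0.1% BSA | Read-out basis: Percent drop in bead-associated FITC signal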
SR-BI DiI-HDL act – enhances SR-BI lipid uptake from DiI-HDL; CHO ldlA[mSR-BI] cells, DiI-HDL uptake fluorescence, 3 h; 100 = double the neutral-control signal; activation, % at 12.5 µM; 0.096% of 320,000 active;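 active means mean replicate activation of at least 60% and every replicate at or above 60%; inconclusive means mean or all-replicate condition met, but not both; inactive means mean below 60% and not all replicates reaching 60%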;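 further: 0% = median plate neutral-control signal and 100% = twice that signal; values of inactives mirror those of a sister screen read the other way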
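System: CHO ldlA[mSR-BI] cells / Medium: HEPES-buffered (25 mM, pH 7.4) F12 plus 0.5% BSA / Probe or stimulus: labelled HDL, 10 µg/mL / Doses: single compound concentration, delivered by pin transfer / Schedule: 3 h, 37 °C / Measured by: DiI fluorescence, bottom read / Measure: cell-associated DiI fluorescence as measure of HDL uptake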
Keap1 Nrf2 FP – inhibitors of human Keap1-Nrf2 protein-protein interaction. Keap1 Kelch-Nrf2 peptide fluorescence polarization, 1536-well. 0.15% of 340,000 active. inhibition, % at 9.4 µM. AID 504523; in the data active means inhibition above about 12%; inconclusive means no clear call, values can overlap the other calls; inactive means below about 7.3%;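 further: human Keap1 Kelch domain with fluorescein labeled Nrf2 9mer peptide probe; 0% = neutral control wells and 100% = peptide positive control; higher means more block of Keap1 binding to Nrf2 peptide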
Target sequence (Q14145 whole entry, looked up, the tested form may be a part): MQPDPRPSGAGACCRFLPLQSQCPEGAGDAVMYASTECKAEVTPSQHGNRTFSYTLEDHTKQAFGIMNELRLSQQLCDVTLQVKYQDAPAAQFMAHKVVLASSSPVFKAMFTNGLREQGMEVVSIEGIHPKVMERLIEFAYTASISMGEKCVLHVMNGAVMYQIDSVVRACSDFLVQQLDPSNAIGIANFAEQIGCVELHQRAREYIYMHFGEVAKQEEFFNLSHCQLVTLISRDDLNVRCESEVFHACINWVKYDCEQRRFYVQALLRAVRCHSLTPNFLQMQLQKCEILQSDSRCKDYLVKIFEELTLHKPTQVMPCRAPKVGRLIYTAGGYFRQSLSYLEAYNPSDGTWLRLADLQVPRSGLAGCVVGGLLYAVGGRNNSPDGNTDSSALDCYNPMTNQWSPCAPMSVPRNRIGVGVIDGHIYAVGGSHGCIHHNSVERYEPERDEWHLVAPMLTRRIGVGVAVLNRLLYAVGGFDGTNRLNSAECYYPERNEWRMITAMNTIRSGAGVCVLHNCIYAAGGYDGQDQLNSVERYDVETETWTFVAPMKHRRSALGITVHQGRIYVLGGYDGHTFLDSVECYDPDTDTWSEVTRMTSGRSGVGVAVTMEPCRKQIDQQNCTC
PKA-R2B activ – activates the human PKA-R2B holoenzyme complex; P22694+P31323; PKA-R2B holoenzyme dissociation, Cy5-IP20 fluorescence polarization; R2B truncated from residue 108, S112A mutant; 0% DMSO only, 100% 113 µM cGMP; activation, % at 11.4 µM; 0.079% of 340,000 active; AID 504700;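 active means activation above a cutoff set at the mean over all compounds plus 3 SD, cut at about 18% in these data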;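 further: higher means more holoenzyme dissociation and a rise in polarization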
RTF Ca sens inh – cardiac RTF calcium desensitization | P19429+P45379 | 0.12% of 340,000 active | IANBD-labeled cardiac RTF, Ca2+ fluorescence | inhibition, % at 7.15 µM;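 active means inhibition above the mean inhibition of all tested compounds plus 3 SD, cut at about 17% in these data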;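 further: assay run at fixed EC70 calcium of 1.6 mM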
DAGLB inhibitor – diacylglycerol lipase beta (human) inhibition. AID 504411. Q8NCG7. 0.059% of 340,000 active. inhibition, % at 5.17 µM. HEK293T DAGLB membrane lysate, EnzChek fluorogenic substrate; in the data active means inhibition above about 34%;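 further: 0% = enzyme with vehicle and 100% = wells lacking enzyme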
Numbers without * were called inactive; ? = inconclusive; . = no result given.

canonical_smiles	PvdQ inh	C-LANA FP	NSD2 HMT inh	SR-BI HDL uptake	Arr AP2 block	SR-BI DiI-HDL act	Keap1 Nrf2 FP	PKA-R2B activ	RTF Ca sens inh	DAGLB inhibitor
COC(=O)c1ccc(NC(=O)CCCN2C(=O)NC(C)(C)C2=O)cc1	3	0.4	-5	-32	3	32	-1	-6	2	1
O=C(CCCCCN1C(=O)c2cccc([N+](=O)[O-])c2C1=O)Nc1ccccc1F	-15	-1.6	0	17	11	-17	-7	1	3	-3
O=C(NCCC(c1ccccc1)c1ccccc1)c1cccs1	-9	-1.8	-2	11	-4	-11	-3	-7	2	0
CC1CC(=O)c2cnc(NCC3CCCO3)nc2C1 (configuration not stated)	-9	2.1	-1	0	4	0	-4	5	1	0
O=C(NCCC1=CCCCC1)c1cc(S(=O)(=O)N2CCOCC2)ccc1F	4	0.5	6	-7	50	7	-5	-3	-7	-5
Cc1ccc(S(=O)(=O)C2(S(=O)(=O)c3ccc(C)cc3)CC2)cc1	6	0.5	31	3	-3	-3	0	7	-1	-6
COc1ccc(NC(=O)c2ccc(NC(=O)COC(=O)CC(NC(=O)c3ccccc3Cl)c3ccccc3)cc2)cc1 (configuration not stated)	-13	-1.3	-2	57	-8	-57	-8	8	-1	1
COc1ccc(/C=N/Nc2ccc(C(F)(F)F)cc2[N+](=O)[O-])cc1O	-1	-2.1	31	30	-5	-30	3	-9	0	40*
O=C(Cn1nc(C(=O)O)c2ccccc2c1=O)Nc1ccccc1C(F)(F)F	-14	1.5	-2	.	0	.	-6	2	-9	0
CC1=NN(C(N)=S)C(=O)C1N=Nc1cc(Cl)ccc1Cl (configuration not stated)	-19	-0.9	-9	26	20	-26	-6	5	-5	8
Brc1ccc(-c2nc3ccccc3s2)s1	2	2.0	-1	.	-9	.	-4	-3	-5	-14
Cc1nc2c(-c3ccc(F)cc3)c(C)nn2c(N2CCOCC2)c1C	-16	0.2	-2	25	-6	-25	-5	-3	3	-4
CC1(c2ccc(OC(F)F)cc2)NC(=O)N(CC(=O)Nc2ccc3[nH]c(=O)[nH]c3c2)C1=O (configuration not stated)	3	0.0	1	-12	-3	12	4	-7	-25	2
CCOC(=O)/C(C#N)=C/c1c[nH]c2ccccc12	8	3.3	-1	-3	4	3	-4	-6	5	-5
CCc1cc(C(=O)NC(C)C2CCCO2)cs1 (configuration not stated)	-15	-0.2	1	0	0	0	-7	1	-1	-3

DAGLB inhibitor, hit marks shown above.
Compound | PvdQ inh | C-LANA FP | NSD2 HMT inh | SR-BI HDL uptake | Arr AP2 block | SR-BI DiI-HDL act | Keap1 Nrf2 FP | PKA-R2B activ | DAGLB inhibitor
COc1ccc(/C=N/Nc2ccc(C(F)(F)F)cc2[N+](=O)[O-])cc1O | -1 | -2.1 | 31 | 30 | -5 | -30 | 3 | -9 | 40*

Next entries.
canonical_smiles	PvdQ inh	C-LANA FP	NSD2 HMT inh	SR-BI HDL uptake	Arr AP2 block	SR-BI DiI-HDL act	Keap1 Nrf2 FP	PKA-R2B activ	RTF Ca sens inh	DAGLB inhibitor
O=c1c2cnn(-c3ccccc3)c2ncn1Cc1ccccc1	2	.	-2	-44	5	44	-2	-4	-9	-5
COc1cc(/C=C2/C(=O)NN(c3ccc(Cl)cc3)C2=O)cc(OC)c1O	-5	-2.2	12	-12	-9	12	-24	-8	-4	17
O=[N+]([O-])c1cc(Br)cc(C=Nc2ccc3c(c2)OCO3)c1O	-2	-1.3	9	.	-7	.	-1	-7	3	19
COC(=O)[C@H]1CN(C(=O)c2ccccc2)C(=O)N1	-17	-0.8	.	-32	-1	32	-3	-15	-2	-2
Cc1ccc2nc3c(cc(C(=O)NC4CCS(=O)(=O)C4)n3Cc3ccccc3)c(=O)n2c1 (configuration not stated)	-12	-0.6	-7	17	-4	-17	3	1	3	2
CCC(C)NC(=O)c1ccccc1NS(=O)(=O)c1ccc(OC)c(OC)c1 (configuration not stated)	-8	-0.8	0	-22	2	22	-3	1	0	-2
CCCn1c(N)c(C(=O)CN(C)CC(=O)Nc2ccc(F)cc2)c(=O)[nH]c1=O	-10	-1.5	2	-20	2	20	2	1	0	0
CC1Cc2ccccc2N1S(=O)(=O)c1cccc(C(=O)Nc2cccnc2)c1 (configuration not stated)	-14	2.5	6	.	-12	.	3	-17	-3	1
Cc1cccc(NC(=O)CSc2nc(=O)n(CCN3CCOCC3)c3c2CCCC3)c1C	-6	-1.0	-1	13	-4	-13	-2	5	-13	0
CCCCN(CCCC)S(=O)(=O)c1ccc(C(=O)Nc2nnc(CSC)o2)cc1	6	1.8	.	-11	25	11	5	0	-7	1
CC(NC(=O)c1c(O)c2ccccc2[nH]c1=O)c1ccccc1 (configuration not stated)	-9	0.1	-2	12	23	-12	-3	1	-4	-1
COc1ccc(C2C3=C(CC(C)(C)CC3=O)Oc3ncn4nc(-c5cccnc5)nc4c32)cc1 (configuration not stated)	-1	0.6	.	2	8	-2	0	-1	-16	2
NC(=O)C1CCN(CC(=O)Nc2cc(Cl)ccc2Oc2ccccc2)CC1	-17	-1.0	0	-9	-1	9	-1	7	-7	2
O=C(Nc1ccc(Cl)c(S(=O)(=O)N2CCOCC2)c1)[C@@H]1CCCN1C(=O)c1cccs1	-11	2.8	-2	3	-5	-3	0	2	0	1
CC(=O)N1CCCc2cc(S(=O)(=O)N3CCCC(C(=O)Nc4cccc(F)c4)C3)ccc21 (configuration not stated)	-12	-0.3	-2	13	-2	-13	-4	1	-5	-2

Single records, as listed above:
CCCn1c(N)c(C(=O)CN(C)CC(=O)Nc2ccc(F)cc2)c(=O)[nH]c1=O across the screens: PvdQ inh: -10; C-LANA FP: -1.5; NSD2 HMT inh: 2; SR-BI HDL uptake: -20; Arr AP2 block: 2; SR-BI DiI-HDL act: 20; Keap1 Nrf2 FP: 2; PKA-R2B activ: 1; RTF Ca sens inh: 0; DAGLB inhibitor: 0
CC(=O)N1CCCc2cc(S(=O)(=O)N3CCCC(C(=O)Nc4cccc(F)c4)C3)ccc21 (configuration not stated) across the screens: PvdQ inh: -12; C-LANA FP: -0.3; NSD2 HMT inh: -2; SR-BI HDL uptake: 13; Arr AP2 block: -2; SR-BI DiI-HDL act: -13; Keap1 Nrf2 FP: -4; PKA-R2B activ: 1; RTF Ca sens inh: -5; DAGLB inhibitor: -2

New compounds follow.
canonical_smiles	PvdQ inh	C-LANA FP	NSD2 HMT inh	SR-BI HDL uptake	Arr AP2 block	SR-BI DiI-HDL act	Keap1 Nrf2 FP	PKA-R2B activ	RTF Ca sens inh	DAGLB inhibitor
Nn1c(Cc2cccc3ccccc23)nnc1SCC(=O)NC1CCS(=O)(=O)C1 (configuration not stated)	1	-0.3	-1	3	18	-3	-1	-7	5	-2
COc1ccc(NC(=O)COC(=O)Cc2cccs2)cc1OC	-6	2.5	17	5	-9	-5	1	-9	0	0
CC(CCc1ccc(O)cc1)NCc1ccc(Br)cc1 (configuration not stated)	-7	-3.3	16	-144	33	?	-3	1	-7	-1
Cn1nnnc1SC(C(=O)Nc1ccc(F)cc1)c1ccccc1 (configuration not stated)	2	-1.5	-2	0	13	0	0	-1	8	-1
N#Cc1c(-c2ccccc2)cc(-c2ccccc2)nc1SCC(=O)O	-5	0.3	-2	16	36	-16	0	-4	-9	5
CS(=O)(=O)Nc1ccc(N2CCCCC2)c(Cl)c1	10	-1.1	-2	-30	4	30	-1	-1	1	0
Cc1ccc(N2CCN(S(=O)(=O)N(C)C)CC2)cc1C	-14	1.3	-2	-13	-13	13	-6	3	-13	1
O=C(OCCOc1ccccc1Cl)c1ccc(-n2cnnn2)cc1	-14	0.3	-2	38	0	-38	-3	1	-5	-2
COc1cccc(-n2nc(C(=O)NCC3CCCO3)c3ccccc3c2=O)c1 (configuration not stated)	-14	-0.4	-4	-2	-4	2	-5	11	-4	2
Cc1ccccc1OCCCC(=O)NC1CCCCC1	-1	-4.7	2	-8	26	8	-3	1	-3	-3
CCN(C(=O)Nc1cccc(Cl)c1)c1ccccc1	-6	2.0	-3	-10	0	10	2	-1	-3	-4
CC1(C)CC(=O)c2c(oc3cc(O)c(O)cc23)C1	2	0.2	4	1	19	-1	-1	-3	-4	5
O=C(Nc1ccc(Br)cn1)C1CCCN1S(=O)(=O)c1ccccc1 (configuration not stated)	-3	0.7	20	3	5	-3	-2	-8	6	2
Cc1ccc(OCC(=O)N/N=C\c2ccc(C)o2)c(C)c1	-13	0.7	0	-10	-12	10	-2	-10	-2	0
O=C(NCCc1ccc(Cl)cc1)Nc1ccc(Cl)cc1	-17	-0.8	-7	0	10	0	-2	-9	-13	-12

Rewritten as labelled records: part of the list above
compound: O=C(NCCc1ccc(Cl)cc1)Nc1ccc(Cl)cc1
  PvdQ inh = -17
  C-LANA FP = -0.8
  NSD2 HMT inh = -7
  SR-BI HDL uptake = 0
  Arr AP2 block = 10
  SR-BI DiI-HDL act = 0
  Keap1 Nrf2 FP = -2
  PKA-R2B activ = -9
  RTF Ca sens inh = -13
  DAGLB inhibitor = -12
compound: Cn1nnnc1SC(C(=O)Nc1ccc(F)cc1)c1ccccc1 (configuration not stated)
  PvdQ inh = 2
  C-LANA FP = -1.5
  NSD2 HMT inh = -2
  SR-BI HDL uptake = 0
  Arr AP2 block = 13
  SR-BI DiI-HDL act = 0
  Keap1 Nrf2 FP = 0
  PKA-R2B activ = -1
  RTF Ca sens inh = 8
  DAGLB inhibitor = -1

New compounds follow:
canonical_smiles	PvdQ inh	C-LANA FP	NSD2 HMT inh	SR-BI HDL uptake	Arr AP2 block	SR-BI DiI-HDL act	Keap1 Nrf2 FP	PKA-R2B activ	RTF Ca sens inh	DAGLB inhibitor
O=C(NCc1cccnc1)c1cc([N+](=O)[O-])ccc1N1CCOCC1	-9	0.8	-3	-10	10	10	6	-6	5	0
O=C(NCc1ccco1)c1ccc(C(=O)NCc2ccco2)cc1	5	0.5	-1	-16	38	16	-2	-1	0	-1
CC(CNCC1CCCO1)COc1cccc2ccccc12 (configuration not stated)	-6	-0.7	6	-7	2	7	-3	2	-3	2
Cc1oc2ccc(O)cc2c1C(=O)c1ccc(Cl)cc1	4	0.8	-5	23	29	-23	-1	-2	-6	-7
CCC(C(=O)Nc1ccc(N2CCOCC2)c(S(=O)(=O)Nc2ccccc2OC)c1)c1ccccc1 (configuration not stated)	-6	-0.4	-3	-4	0	4	-5	5	-3	-1
CC(Sc1nnc(COc2ccc(Cl)cc2)o1)C(=O)Nc1ccc(N2CCOCC2)cc1 (configuration not stated)	5	-0.1	0	25	5	-25	-2	-2	5	2
O=C(NCCOc1ccccc1)C1CCC(=O)N(CCCN2CCCC2=O)C1 (configuration not stated)	15	-0.4	-1	-9	-2	9	-6	1	-4	-2

Screening results from PubChem.
